3CLpro inhibitor – SARS-CoV 3CLpro protease inhibitors, primary screen, biochemical, quenched FRET | inhibition, % at 6 µM | recombinant SARS-CoV 3CLpro, quenched FRET peptide cleavage | 290,000 compounds, 0.14% hits | Replicase polyprotein 1ab (Severe acute respiratory syndrome coronavirus), P0C6X7 | AID 1706, 2009; in the data active = inhibition above about 12%
PfHsp40 yeast – rescue of yeast from PfHsp40 toxicity, primary screen, S. cerevisiae, ATP luminescence; 340,000 compounds, 0.68% hits; AID 504582, 2011; S. cerevisiae expressing PfHsp40, growth rescue; growth rescue, % at 12.5 µM; in the data active = growth rescue above about 28%, passing the limit was not always enough; inconclusive = no clear call, values can overlap the other calls;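 note: yeast W303a lacking pdr1 and pdr3 grown in galactose medium; growth measured after three days at 30 °C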
Yp Topo-I inh – Yersinia pestis topoisomerase I inhibitors, primary screen, biochemical, cleavage product accumulation, plate reader, single point. Y. pestis Topo-I cleavage product accumulation. 360,000 compounds, 0.064% hits. AID 504884, 2011. activity, % at 10 µM; in the data active = activity above about 50%, passing the limit was not always enough; inconclusive = no clear call, values can overlap the other calls; note: inactives centre near 2
Rv3671c inh – Rv3671c serine protease inhibitors, primary screen, biochemical, fluorescence polarization, M. tuberculosis H37Rv; 320,000 compounds, 0.048% hits; AID 2606, 2010; inhibition, % at 5.96 µM; in the data active = inhibition above about 38%;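 note: extracellular domain of Rv3671c used as enzyme; 0% = enzyme with DMSO and 100% = no enzyme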
Vc quorum ag – inducers of Vibrio cholerae quorum light production without autoinducers, primary screen, BH1578 luxS cqsA deficient, single point | V. cholerae BH1578 lux reporter, luminescence, 6 h | activation, % at 18.7 µM | 350,000 compounds, 0.16% hits; in the data active = activation mostly above about 9.7%, no sharp cut-off; inconclusive = no clear call, values can overlap the other calls; inactive = mostly below about 3.7%; note: not every result past the cut was called active; inactives centre near 0; reference of the scale not given here
Anthrax LF prot – Bacillus anthracis LF protease inhibitors, primary screen, biochemical, multiplex microsphere, MLPCN library | Lethal factor (Bacillus anthracis), P15917 | multiplex microsphere protease cleavage assay | inhibition, % at 10 µM | 360,000 compounds, 0.12% hits; in the data active = inhibition above about 30%; inconclusive = no clear call, values can overlap the other calls; note: plate controls were buffer without enzyme for full effect and enzyme alone for no effect
Target sequence (P15917 whole entry, looked up): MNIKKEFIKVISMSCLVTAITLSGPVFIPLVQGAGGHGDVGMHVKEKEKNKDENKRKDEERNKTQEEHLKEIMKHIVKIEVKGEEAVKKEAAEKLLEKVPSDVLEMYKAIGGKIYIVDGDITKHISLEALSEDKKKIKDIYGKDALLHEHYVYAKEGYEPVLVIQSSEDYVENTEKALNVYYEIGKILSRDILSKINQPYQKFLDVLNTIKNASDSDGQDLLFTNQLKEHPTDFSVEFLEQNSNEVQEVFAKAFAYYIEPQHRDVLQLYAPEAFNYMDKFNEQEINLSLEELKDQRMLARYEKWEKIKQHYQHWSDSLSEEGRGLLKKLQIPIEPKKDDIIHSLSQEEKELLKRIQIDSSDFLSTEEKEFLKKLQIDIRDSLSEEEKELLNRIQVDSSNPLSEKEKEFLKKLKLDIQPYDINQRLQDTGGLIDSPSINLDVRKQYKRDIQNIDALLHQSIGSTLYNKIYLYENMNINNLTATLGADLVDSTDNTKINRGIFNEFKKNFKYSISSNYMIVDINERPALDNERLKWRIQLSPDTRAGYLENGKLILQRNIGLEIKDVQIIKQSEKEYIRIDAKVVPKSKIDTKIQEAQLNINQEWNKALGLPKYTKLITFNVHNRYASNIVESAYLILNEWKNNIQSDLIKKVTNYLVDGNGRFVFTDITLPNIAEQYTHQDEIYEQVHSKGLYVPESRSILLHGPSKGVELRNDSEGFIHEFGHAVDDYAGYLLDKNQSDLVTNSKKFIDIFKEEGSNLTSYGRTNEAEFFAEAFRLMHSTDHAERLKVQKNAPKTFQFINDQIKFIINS
MazF activator – activators of E. coli MazEF toxin-antitoxin RNase, primary screen, biochemical, fluorescence, uHTS | Endoribonuclease toxin MazF (Escherichia coli (strain K12)), P0AE70 | FAM/BHQ RNA-DNA oligo cleavage fluorescence, 5 h | activation, % at 20 µM | 350,000 compounds, 0.32% hits | AID 504720, 2011; in the data active = activation above about 50%
SSB-PriA inh – inhibitors of Klebsiella pneumoniae PriA binding to SSB C-terminal tail, primary screen, biochemical, AlphaScreen; 430,000 compounds, 0.6% hits; AlphaScreen SSBct-PriA binding, biotinylated peptide; inhibition, % at 33 µM; PriA–SSB C-terminal tail interaction (Klebsiella pneumoniae); AID 1272365, 2023; in the data active = inhibition mostly above about 37%, no sharp cut-off; inactive = mostly below about 20%;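 note: plate controls were negative control peptide for no effect and reference peptide for full effect; strong numbers were not always called active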
VHR inh abs – VHR1 phosphatase inhibitors, primary screen, biochemical, absorbance, uHTS; Dual specificity protein phosphatase 3 (Homo sapiens), P51452; recombinant VHR phosphatase, pNPP absorbance; inhibition, % at 13.3 µM; 290,000 compounds, 0.52% hits; AID 1654, 2009; in the data active = inhibition above about 50%; note: some compounds called inactive have numbers as strong as hits
Target sequence (P51452 whole entry, looked up): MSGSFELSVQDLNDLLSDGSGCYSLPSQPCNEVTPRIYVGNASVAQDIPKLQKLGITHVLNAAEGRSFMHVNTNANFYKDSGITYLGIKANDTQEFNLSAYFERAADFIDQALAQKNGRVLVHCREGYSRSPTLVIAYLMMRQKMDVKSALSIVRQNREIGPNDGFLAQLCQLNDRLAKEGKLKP
TcdB GH inh – TcdB glycohydrolase inhibitors, primary screen, biochemical, single point, plate reader; 350,000 compounds, 0.24% hits; inhibition, % at 9.99 µM; AID 652162, 2013; TcdB glycohydrolase enzymatic assay; in the data active = inhibition above about 10%
Active calls of the source: *; i = inactive; ? = inconclusive; nt = not tested or not shown. These rows are one share of the data; count on the stated rates, not on these rows.

SMILES	3CLpro inhibitor	PfHsp40 yeast	Yp Topo-I inh	Rv3671c inh	Vc quorum ag	Anthrax LF prot	MazF activator	SSB-PriA inh	VHR inh abs	TcdB GH inh
CC1CC(C)(C)CC2(C1)NC(=O)N(CC(=O)N(C)Cc1nc3ccccc3c(=O)[nH]1)C2=O (stereo not drawn)	nt	0.4	13.1	-6.5	i	-5.7	1.4	-15.8	nt	1.1
O=C(NCc1cccnc1)c1cccc(S(=O)(=O)Nc2cccc(Cl)c2)c1	nt	-0.5	0.0	2.7	i	-7.7	2.2	-11.9	nt	0.0
Cc1cc2c(=O)n(C)c(SCC(=O)Nc3cccc(F)c3)nc2s1	3.0	0.8	11.9	-2.2	-0.3	-1.4	1.8	6.5	30.5	0.7
CS(=O)(=O)Nc1ccc(C(=O)NCCSC2CCCCC2)cc1	-8.0	0.4	0.8	2.8	0.0	-1.9	-17.3	-2.1	24.4	0.8
CC(=C1C(=O)c2ccccc2C1=O)N1CCN(c2ccccn2)CC1	3.7	-1.4	0.9	-2.6	-0.5	-1.0	1.3	-3.0	-9.2	nt
O=C1CC(c2cccc(Cl)c2)CC(O)=C1C=NCCCO (stereo not drawn)	-4.1	1.0	-7.5	2.5	3.4	-0.2	4.6	-3.0	6.4	nt
CCCCSc1ncc(C(=O)OCC)c(N)n1	3.9	0.6	9.1	-2.3	i	-3.7	-1.1	2.9	4.4	nt
Cc1nn(-c2cccc(Cl)c2)c(Cl)c1/C=N/NC(=O)c1cccnc1	2.5	1.7	-0.3	-6.7	-0.2	0.1	0.0	nt	-3.6	-0.7
O=C(O)c1cccc2sc3cc(Cl)ccc3c(=O)c12	nt	0.9	-3.8	-3.5	i	-6.3	10.4	2.8	nt	-2.4
COC(=O)Cc1ccc(NC(=S)NC(C)(C)C)cc1	0.4	-2.3	0.6	-4.4	0.4	1.8	-9.7	4.1	27.6	7.2
COc1ccc(C(=O)c2cc3c(cc2[N+](=O)[O-])OCCO3)cc1	0.3	?	-4.9	-18.6	-0.3	-2.2	0.9	-4.5	12.9	0.5
COc1ccc(C(=O)NC(C)c2nnc(SCC(=O)Nc3nc(C)cs3)n2C)cc1 (stereo not drawn)	6.0	-0.5	3.0	-2.5	-2.2	-1.1	-3.6	-6.8	22.9	nt
O=C(N/N=C/c1cccs1)c1ccc2ncccc2c1	1.9	2.3	-1.7	-1.6	i	1.0	8.7	nt	25.7	-0.4
O=C(CC(CC(=O)c1ccccc1)c1ccccn1)c1ccccc1	nt	0.7	29.5	nt	i	6.5	-2.0	-7.8	nt	4.6
CC1=CC(C)(C)N2C(=O)C3(C(C#N)=C(N)Oc4cc(O)ccc43)c3c(C)c(C)cc1c32 (stereo not drawn)	10.6	-0.7	6.3	-15.4	-0.2	-1.5	1.8	24.6	12.5	0.1
Cc1ccc(CNS(=O)(=O)c2ccc(-n3cnnn3)c(C)c2)cc1	-1.0	-0.4	0.2	-5.6	-2.2	-1.2	-25.8	-3.8	39.4	1.2
c1ccc2sc(NC3=NCN(CCN4CCOCC4)CN3)nc2c1	3.1	-0.7	5.0	1.7	-0.2	-4.2	5.2	-3.9	23.4	-2.0
CCC(c1nnc(SCC(=O)Nc2cc(C)on2)o1)N(C)C (stereo not drawn)	nt	-0.5	1.1	-6.0	i	4.0	0.2	-4.5	nt	-3.8
CC(=O)Nc1ccc(S(=O)(=O)Nc2ccccc2N2CCOCC2)cc1	nt	-1.4	-9.7	-15.5	1.2	3.8	5.1	-8.4	nt	1.0
Fc1ccc(N/N=C(/c2ccccc2)c2ccccn2)cc1	-4.1	-0.4	-0.9	-5.6	2.0	-1.0	3.9	nt	-6.1	nt
COCCNC(=O)/C(C#N)=C/c1ccc(OC(=O)c2cccs2)c(OC)c1	4.6	2.3	-10.8	nt	i	-4.2	2.1	4.2	21.7	2.9
N=c1c(C(=O)NCC2CCCO2)cc2c(=O)n3ccccc3nc2n1Cc1ccc(Cl)cc1 (stereo not drawn)	1.2	-0.1	5.6	-0.4	-0.2	nt	6.6	-2.5	-0.7	1.5
Nc1cc(=O)[nH]c(SCC(=O)Nc2nnc(-c3ccccc3)s2)n1	3.6	-0.2	-8.2	-10.6	-0.2	-1.7	9.4	-2.3	2.5	1.7
O=C(OCCCc1cc2ccccc2c(=O)o1)c1ccc2c(c1)OCO2	nt	0.2	0.0	-0.4	-5.9	-1.2	2.4	-11.3	nt	0.8
Cc1ccccc1NC(=O)COC(=O)c1cc(C)n(C2CC2)c1C	nt	3.1	8.0	4.0	0.0	-6.4	-8.4	-0.4	nt	-0.7

Individual results from the list:
PfHsp40 yeast with CC(=O)Nc1ccc(S(=O)(=O)Nc2ccccc2N2CCOCC2)cc1 : -1.4
PfHsp40 yeast with CCC(c1nnc(SCC(=O)Nc2cc(C)on2)o1)N(C)C (stereo not drawn) : -0.5

Limited to Vc quorum ag, for some of the entries so far:
structure	Vc quorum ag
COCCNC(=O)/C(C#N)=C/c1ccc(OC(=O)c2cccs2)c(OC)c1	i
N=c1c(C(=O)NCC2CCCO2)cc2c(=O)n3ccccc3nc2n1Cc1ccc(Cl)cc1 (stereo not drawn)	-0.2
Nc1cc(=O)[nH]c(SCC(=O)Nc2nnc(-c3ccccc3)s2)n1	-0.2
O=C(OCCCc1cc2ccccc2c(=O)o1)c1ccc2c(c1)OCO2	-5.9

Later entries
SMILES	3CLpro inhibitor	PfHsp40 yeast	Yp Topo-I inh	Rv3671c inh	Vc quorum ag	Anthrax LF prot	MazF activator	SSB-PriA inh	VHR inh abs	TcdB GH inh
CCc1nc2c(OCCn3cccc3)cccn2c1N(C=O)Cc1ccc(OC)cc1	nt	nt	3.4	nt	-0.8	-11.5	nt	nt	nt	-3.0
Cc1c(OCC(=O)Nc2cccnc2)ccc2c3c(c(=O)oc12)CCC3	-7.1	-0.9	-3.0	2.7	-0.4	-0.9	19.4	-22.0	18.2	1.0
O=[N+]([O-])c1ccc(NN=Cc2cccc([N+](=O)[O-])c2)cc1	nt	-0.6	-23.6	nt	i	-1.5	0.7	-14.0	nt	1.1
Cc1ncoc1C(=O)Nc1ccccc1C(N)=O	-5.3	0.4	10.1	0.8	-2.6	0.3	-7.3	-4.4	2.0	nt
Cc1ccc(/C=C2\C(=O)NC(=S)N(c3ccc(F)cc3)C2=O)s1	2.5	2.7	30.2	-16.4	-0.5	7.1	3.7	-2.8	16.3	0.2
O=C(NCCOC(=O)c1ccccc1)c1ccc([N+](=O)[O-])cc1	-0.5	1.3	-2.4	-3.8	-0.6	-1.0	-8.1	-11.2	4.4	0.1
CCCCN(Cc1cc2ccccc2[nH]c1=O)C(=O)c1ccccn1	4.6	-0.3	0.5	4.1	i	-6.3	1.3	-15.9	27.8	nt
CCCc1cc(=O)[nH]c(SCC(=O)N2CCCC2=O)n1	nt	3.1	-1.0	5.3	-0.9	-0.1	0.5	-3.0	nt	0.8
CC(=N)C1=C(O)CC(c2ccccc2)CC1=O (stereo not drawn)	2.3	-1.0	-3.1	-5.4	-0.3	-8.4	-1.2	-12.7	10.2	0.5
COc1ccc(CNC(=O)CCS(=O)(=O)c2ccc3c(c2)CCN3C(C)=O)cc1	4.2	-0.1	1.2	4.7	-0.2	-1.9	11.7	-2.9	3.9	0.0
CC1(C)COC(Nc2ccc(Cl)cc2)=N1	1.9	0.5	1.9	8.3	-0.2	-12.3	6.7	-4.7	-18.5	nt
OCC(O)C1OC(Nc2ccc(Br)cc2)C(O)C1O (stereo not drawn)	4.9	-1.6	0.1	2.6	i	0.0	1.1	-29.3	19.8	-7.5
CCN(CC(=O)Nc1ccccc1OC)C(=O)COc1ccc2ccccc2c1	-1.0	-0.3	3.8	1.9	0.5	-2.1	9.0	0.5	4.5	nt
CCCc1nnc(NC(=O)CSc2ncn[nH]2)s1	-0.3	-0.4	-1.0	-1.7	-1.0	-1.3	8.0	-7.8	10.5	nt
Cc1ccc(S(=O)(=O)N2CCOC2CNC(=O)C(=O)NCCCc2ccccc2)cc1 (stereo not drawn)	2.8	2.4	38.1	-0.3	i	-4.0	-3.8	-6.3	14.5	-5.7
Cc1cc(C)cc(OCC(=O)OCC(=O)c2c(N)n(C)c(=O)n(C)c2=O)c1	2.4	-1.0	3.5	-7.7	-5.0	-7.1	3.2	-3.9	14.6	nt
CC(C)(C)NC(=O)C1CC(=O)OC12CCCCC2 (stereo not drawn)	-6.2	2.0	3.3	-2.5	nt	-2.2	3.0	-28.0	31.6	nt
CC(=O)NC(CC(=O)Nc1nc(-c2ccc(N(C)S(C)(=O)=O)cc2)cs1)c1ccccc1 (stereo not drawn)	-7.2	-3.0	2.6	-6.1	-3.8	-10.9	1.4	0.2	24.8	-6.5
Cc1cc(C)c(S(C)(=O)=O)c(N(C)NC(=O)c2c(F)cccc2F)n1	-4.6	1.1	-2.5	-4.1	-0.2	-7.7	18.1	9.5	13.0	1.0
O=C(CNC(=O)c1ccco1)Nc1ccc(Br)cc1	-2.1	-0.5	-3.7	-7.4	i	7.3	4.7	0.0	70.6	0.9
COC(=O)C1=C(c2cccc(C#N)c2)C[C@@H]2CC[C@H]1N2C(=O)NCc1cc(C)oc1C(F)(F)F	nt	0.6	18.1	-2.6	-0.3	-4.8	-5.3	-8.8	nt	1.1
O=C(COC(=O)CNC(=O)c1ccc(Cl)c([N+](=O)[O-])c1)NNC(=O)c1cccs1	nt	-1.4	-7.6	-2.7	i	-0.1	0.9	-19.1	nt	3.1
CCOC(=O)C1CCN(c2c(N3CCCC(C(=O)OCC)C3)c(=O)c2=O)CC1 (stereo not drawn)	-0.5	-0.2	9.9	-4.5	-0.3	-8.9	8.2	-17.2	34.0	0.0
CCC1(C)Cc2c(sc3[nH]c(=O)[nH]c(=O)c23)CS1 (stereo not drawn)	-1.8	0.2	-0.8	-22.4	0.6	-1.8	0.5	-6.5	13.9	nt
COc1cc(/C=N/OCC(=O)NC2CCCCC2C)ccc1OCc1ccc(Cl)cc1 (stereo not drawn)	-1.5	-0.5	19.3	-8.6	i	-3.3	-4.0	nt	5.4	nt
CC(CCc1ccccc1)NCC#N (stereo not drawn)	0.7	0.3	-7.3	3.6	i	4.0	2.7	-0.8	9.0	-1.1
Cc1cc2c(c(=O)o1)C(CC(C)C)C(C#N)=C(N)O2 (stereo not drawn)	3.1	0.8	-4.8	0.6	-0.6	-1.2	2.3	-13.2	27.5	nt
Nc1c(N(CCO)C(=O)C2CCCCC2)c(=O)[nH]c(=O)n1Cc1ccccc1	-2.9	1.2	3.0	1.2	-0.4	-1.2	-11.3	0.0	-2.7	0.4
Cc1cc(C)cc(-n2c(O)c(C=NC3CCS(=O)(=O)C3)c3ccccc3c2=O)c1 (stereo not drawn)	-4.5	-0.1	2.0	58.4*	i	0.7	4.2	-8.8	11.3	nt
CC[C@H](C)[C@H](NC(=O)OCc1ccccc1)C(=O)OCC(=O)N1CCN(c2ccc(OC)cc2)CC1	nt	0.5	31.5	nt	i	-4.0	3.3	9.8	nt	-3.8

Assay outcomes from PubChem.
